Source: PubChem BioAssay (National Center for Advancing Translational Sciences (NCATS))
Mito fusion act = qHTS Assay for Small Molecule Inhibitors of Mitochondrial Division or Activators of Mitochondrial Fusion | S. cerevisiae fusion-defective mutant growth rescue, CellTiterGlo 48 h | Potency, µM (doses to about 46.1 µM), without a hit: at the top dose growth rescue (activation), most hits filed as activators | actives 0.23% (n = 320,000);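 further: potency means the concentration at half of the fitted maximal effect; % of control where 0% means no effect; nearly all actives have a fitted effect of over 45% in size; temperature-sensitive fusion mutants such as fzo1-1 at 37 °C on non-fermentable ethanol glycerol medium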
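Compounds are tested for their ability to restore growth of mitochondrial fusion-defective yeast strains at non-permissive 37C in YPEG medium over 48 hours. Viability is quantified by luciferase luminescence.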
Eya2 inh = qHTS Assay for Inhibitors of the Phosphatase Activity of Eya2 | Protein phosphatase EYA2 (Homo sapiens), O00167 | recombinant Eya2, OMFP fluorescence dephosphorylation (OMFP is methylfluorescein phosphate) | Potency, µM (titrated, usually from 76.9 µM), for inactives: at the top dose activity, negative = inhibition, hits mostly inhibitors | actives 0.006% (n = 330,000); further: potency means the concentration at half of the fitted maximal effect; on the % scale 0 is the no-effect control and ±100 the full control effect
Target sequence (O00167 whole entry, looked up): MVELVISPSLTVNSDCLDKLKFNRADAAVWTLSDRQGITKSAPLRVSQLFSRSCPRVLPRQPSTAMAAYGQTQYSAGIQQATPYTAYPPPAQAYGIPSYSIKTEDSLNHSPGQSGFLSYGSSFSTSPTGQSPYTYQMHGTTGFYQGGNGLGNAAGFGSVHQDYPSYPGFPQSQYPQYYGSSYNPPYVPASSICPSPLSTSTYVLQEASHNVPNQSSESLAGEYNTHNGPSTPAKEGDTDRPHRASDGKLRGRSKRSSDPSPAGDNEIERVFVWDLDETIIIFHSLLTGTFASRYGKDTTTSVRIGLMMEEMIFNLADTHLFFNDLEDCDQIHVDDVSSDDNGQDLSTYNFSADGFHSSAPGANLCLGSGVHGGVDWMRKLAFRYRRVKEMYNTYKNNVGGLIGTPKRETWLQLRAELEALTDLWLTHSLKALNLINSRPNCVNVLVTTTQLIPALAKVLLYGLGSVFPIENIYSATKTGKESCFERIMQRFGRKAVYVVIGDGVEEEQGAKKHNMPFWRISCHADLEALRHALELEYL
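Eya2 (0.2 uM) preincubated 10 min at ambient with compound, then OMFP substrate added at 50 uM; 10 min reaction in 50 mM HEPES pH 7.5, 50 mM NaCl, 5 uM MgCl2, 0.05% BSA, 1 mM DTT. Fluorescence read at Ex 485/Em 525 nm.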
uPA surface inh = qHTS for Inhibitors of Cell Surface uPA Generation; Potency, µM (series often up to 38.3 µM), inactives show at the top dose activity change, negative = inhibition, actives largely listed as inhibitors; actives 0.31% (n = 330,000); cell surface uPA generation assay, qHTS; active means well fitted inhibition curve with a large enough effect; inconclusive means small, poorly fitted or top-dose-only effect; inactive means no such curve, though single readings can be large or run the other way; tested in mouse RAW 264.7 cells; further: potency means the concentration at half of the fitted maximal effect; on the % scale 0 is the no-effect control and ±100 the full control effect; nearly all actives have a fitted effect of over 55% in size
ELG1 repair inh = qHTS screen for small molecules that inhibit ELG1-dependent DNA repair in human embryonic kidney (HEK293T) cells expressing luciferase-tagged ELG1; HEK293T ELG1-luciferase reporter, luminescence, 16 h; DNA damage induced by 5-fluorouridine; Potency, µM (titrated, usually from 46.1 µM), for inactives: top-dose activity change, negative = inhibition, hits mostly inhibitors; actives 2.3% (n = 330,000); AID 504467, 2011; further: potency means the concentration at half of the fitted maximal effect; on the % scale 0 is the no-effect control and ±100 the full control effect; nearly all actives have a fitted effect of over 55% in size
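Reporter activity after DNA damage by 5-fluorouridine is monitored. Compound-treated cells incubate 16 hr at 37 °C, then ONE-Glo is added for 30 min before luminescence reading.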
PTAP TSG101 blk = qHTS Assay for Iinhibitors of HIV-1 Budding by Blocking the Interaction of PTAP/TSG101; Potency, µM (doses to about 115 µM), for the others: at the top dose activity change, negative = inhibition, hits mostly inhibitors; Fluorescence polarization, FITC-PTAP peptide / Tsg101 binding; Tumor susceptibility gene 101 protein (Homo sapiens), Q99816; AID 493005, 2010; 340,000 tested, under 10 active; active means well fitted inhibition curve with a large enough effect in the main read-out, with a control signal flat, not every such curve was filed as active; inconclusive means small, poorly fitted or top-dose-only effect, or effect the other way, or a change in a side signal; inactive means no such curve, though single readings can be large or run the other way; further: potency means the concentration at half of the fitted maximal effect; % of control where 0% means no effect
Target sequence (Q99816 whole entry, looked up): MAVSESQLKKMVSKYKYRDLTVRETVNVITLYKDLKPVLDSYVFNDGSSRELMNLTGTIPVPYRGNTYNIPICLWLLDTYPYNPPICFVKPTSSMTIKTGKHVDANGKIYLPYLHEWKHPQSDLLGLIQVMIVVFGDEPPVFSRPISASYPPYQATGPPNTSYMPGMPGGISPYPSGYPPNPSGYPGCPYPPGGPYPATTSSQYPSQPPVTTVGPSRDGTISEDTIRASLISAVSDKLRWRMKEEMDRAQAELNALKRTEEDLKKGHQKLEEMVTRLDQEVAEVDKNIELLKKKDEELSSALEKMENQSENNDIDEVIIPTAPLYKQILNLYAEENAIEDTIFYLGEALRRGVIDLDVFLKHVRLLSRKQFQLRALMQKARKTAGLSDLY
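Fluorescence polarization binding of Tsg101 binding domain (10 uM final) to FITC-labeled PTAP peptide (50 nM final) in HEPES pH 7.5 buffer with NaCl, Tween 20, EDTA, TCEP. Compounds added before peptide; binding 20 min at RT.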
USP2a block = qHTS Assay for Inhibitors of Ubiquitin-specific Protease USP2a Using CHOP2 as the Reporter; Ubiquitin carboxyl-terminal hydrolase 2 (Homo sapiens), O75604; USP2 core, Ub-CHOP2 coupled fluorogenic reporter, 485/531; Potency, µM (series often up to 38.3 µM), inactives show top-dose activity change, negative = inhibition, most hits filed as inhibitors; actives 0.01% (n = 330,000);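 further: potency means the concentration at half of the fitted maximal effect; plate controls were DMSO wells for no effect and full inhibition by NEM control for full effect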
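Deubiquitinase activity read as fluorescence (485/531 nm) after Ub-CHOP2 cleavage activates the enterokinase reporter on its substrate; USP2 core 10nM, Ub-CHOP2 and substrate 25nM each, 30min compound preincubation then 60min RT; data normalized to NEM, curves fitted.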
Chronic BCR inh = qHTS Assay to Find Inhibitors of Chronic Active B-Cell Receptor Signaling | ABC-DLBCL IkBa-CBG/CBR reporter, luminescence ratio, 4 h | Potency, µM (titrated, usually from 46.1 µM), without a hit: at the highest dose ratio change, negative = lower green/red ratio, most hits filed as inhibitors | actives 0.05% (n = 340,000); active means well fitted inhibition curve with a large enough effect in the signal ratio, with a control signal flat, not every such curve was filed as active; inconclusive means small, poorly fitted or top-dose-only effect, or effect the other way, or a change in a side signal; the % refers to the signal ratio;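 further: potency means the concentration at half of the fitted maximal effect; plate controls were basal doxycycline-induced cells for no effect and cells given 10 µM MG132 for full effect; MG132 reads +100%, hits lower the ratio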
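Cell line TMD8 (human ABC DLBCL), stably expressing tet-inducible CBG68-IkBa fusion and CBR; IMDM/0.5% FBS; cpd up to 46 uM; dox induction, 4 h, 37C/5% CO2; dual luminescence; green/red ratio; MG132 control.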
B2AR arrestin = qHTS assay of beta-arrestin-biased ligands of beta2-adrenergic receptor. actives 0.02% (n = 330,000). AID 492947, 2010. beta-arrestin recruitment to beta2AR, cell-based reporter. Potency, µM (top dose mostly 46.1 µM), inactives show at the highest dose activation, hits mostly activators;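 further: potency means the concentration at half of the fitted maximal effect; 0% = DMSO controls and full agonism = EC100 isoproterenol or metaproterenol; nearly all actives have a fitted effect of over 65% in size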
TCR activator = Activators of T cell receptors: qHTS campaign; primary human leukocytes, anti-CD3, IL-2 HTRF, 48 h; Potency, µM (series often up to 9.22 µM), for inactives: at the highest dose activation of IL-2 secretion, hits mostly activators; 330,000 tested, under 10 active; further: % of control where 0% means no effect
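1) Mix primary human leukocytes, a-CD3 beads and compound. 2) Incubate 48 hr. 3) Add HTRF IL-2 reagents (a-IL-2-K, a-IL-2-d2).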
Tb PFK block = qHTS Assay to Find Inhibitors of T. brucei phosphofructokinase; Potency, µM (highest dose often 57.5 µM), inactives show at the highest dose activity, negative = inhibition, actives largely listed as inhibitors; T. brucei PFK, ADP-Glo luminescence; actives 0.17% (n = 330,000); ATP-dependent 6-phosphofructokinase (Trypanosoma brucei brucei), O15648;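 further: potency means the concentration at half of the fitted maximal effect; 0% = uninhibited 1x PFK enzyme wells and -100% = no-enzyme wells; nearly all actives have a fitted effect of over 60% in size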
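In TEA buffer at pH 8.0 with 5 mM MgCl2, enzyme (1.25 nM) converted F6P (0.5 mM) and ATP (0.1 mM) for 45 min at room temperature. ADP product was read by luciferase luminescence.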
TSHR antag = Antagonists of the Thyroid Stimulating Hormone Receptor: HTS campaign; Thyrotropin receptor (Homo sapiens), P16473; TSHR-expressing cells, TSH-stimulated cAMP HTRF, 2 h; stronger effect = lower value; activity change, negative = inhibition, % at 11.5 µM; actives 0.2% (n = 330,000); AID 504810, 2011;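 active means activity change below a set negative limit, meaning inhibition stronger than a set level, cut at about -70% in these data; inconclusive means activity change between two set negative limits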; further: on the % scale 0 is the no-effect control and ±100 the full control effect
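Cell-based HTRF cAMP assay; TSHR cells + compound, TSH EC80 (4nM final), 2 h, 37 deg C. Lysis with anti-cAMP cryptate and cAMP-d2, 30 min RT, read 665/620 nm.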
* = called active by the depositor; u = inconclusive; x = no result given; [ ] = remark or other dose. Unless noted, the call rests on the fitted dose curve; in most records, active means well fitted curve in the direction sought with a large enough effect; inconclusive means small, poorly fitted or top-dose-only effect, or another doubt; inactive means no such curve, though single readings can be large; an effect the other way counts as inactive or inconclusive. An unsorted share of the library. Share with any hit: about 3%.

Under each structure – Mito fusion act	Eya2 inh	uPA surface inh	ELG1 repair inh	PTAP TSG101 blk	USP2a block	Chronic BCR inh	B2AR arrestin	TCR activator	Tb PFK block	TSHR antag
CN(C)S(=O)(=O)N(CC(=O)NCc1ccccc1)c1ccccc1
    6%	-38%	0%	8%	-7%	2%	-2%	-0.1%	-2%	-10%	3
O=C(Nc1nc(-c2ccc(Br)cc2)cs1)c1cccnc1
    7%	5%	-4%	5%	0%	0%	10%	-1.0%	0%	4%	-12
CCC(=O)NC(c1cccs1)c1ccc2cccnc2c1O (configuration not stated)
    4%	-2%	u	3.7µM*	0%	-9%	-16%	13µM*	-4%	-7%	-5
Cc1ccc(Cl)cc1NC(=O)c1ccccn1
    3%	8%	-4%	16%	-5%	-3%	-7%	0.0%	-5%	3%	-4
Cc1nn2c(N)c(C#N)cnc2c1-c1ccc(Cl)cc1
    3%	-15%	1%	u	-1%	2%	u	0.0%	-6%	-1%	-1
CC1CC(C)CN(CCCNC(=O)CCC(=O)N2CCOc3ccccc32)C1 (configuration not stated)
    -4%	-12%	4%	-1%	-2%	3%	1%	0.2%	5%	-4%	1
CC1=C(C(=O)Nc2ccccn2)C(c2ccccc2Cl)NC(=S)N1 (configuration not stated)
    0%	-19%	4%	u	-7%	1%	2%	0.5%	5%	-3%	15
Cc1nn(CC2CC2)c(=O)n1-c1ccc(Cl)cc1
    2%	5%	-1%	-4%	0%	2%	u	-0.3%	1%	-8%	5
CC(C)(C)C(=O)CSc1ncnc2sc3c(c12)CCC3
    8%	0%	10%	-11%	-11%	-2%	0%	-0.1%	3%	-3%	-29
O=C(CN1CCN(c2ccccc2)CC1)Nc1ccc(OCc2ccccc2)cc1
    11%	-12%	0%	-26%	-7%	-9%	4%	-0.3%	x	0%	-2
Cc1ccc(C(=O)NCC2CCCO2)o1 (configuration not stated)
    -7%	-17%	1%	-5%	-4%	-7%	-6%	-0.3%	0%	2%	-2
COc1cc(NC(=O)c2cc(S(=O)(=O)N3CCc4ccccc43)cn2C)cc(OC)c1OC
    -2%	-3%	1%	16%	-4%	2%	-8%	-0.3%	0%	-11%	-8
CCn1nc(C)c(NC(=O)c2cc(Br)ccc2Cl)c1C
    -2%	18%	x	1%	-5%	0%	-5%	-0.5%	-27%	2%	-3
O=C(c1ccc(NS(=O)(=O)c2cccs2)cc1)N1CCCCC1
    -1%	-2%	3%	-2%	-10%	0%	3%	-0.4%	-4%[46.1 µM]	-3%	-14
COc1cc(/C=N/NC(N)=O)ccc1OC(=O)c1ccco1
    -4%	-2%	-1%	u	0%	-3%	-6%	0.2%	-2%	2%	3
O=S(=O)(NCc1ccccc1)c1ccc(S(=O)(=O)N2CCCC2)cc1
    5%	0%	-4%	u	-1%	0%	8%	0.0%	-13%	-3%	-7
CCOc1ccc(S(=O)(=O)N2CCCC(C(=O)N3CCOCC3)C2)cc1Cl (configuration not stated)
    11%	1%	3%	-1%	-5%	0%	2%	-0.2%	4%	2%	-3
N#CC1=C(N)Oc2cc3ccccc3cc2C1c1cccnc1 (configuration not stated)
    4%	0%	-13%	15%	-9%	0%	u	0.5%	7%	7%	-17
Cn1nc(C(=O)OCC(=O)NC2CCS(=O)(=O)C2)c2ccccc2c1=O (configuration not stated)
    -1%	4%	-1%	9%	-3%	0%	0%	-0.1%	-6%	0%	18
COc1cc(/C=C/C(=O)Nc2ccc(OC)c(S(=O)(=O)N3CCOCC3)c2)ccc1OC(F)F
    x	-7%	-11%	10µM*	-2%	4%	u	-0.1%	-2%	-5%	x
CCOC(=O)c1[nH]c(C)c(C(=O)NCCC2=CCCCC2)c1C
    -1%	-22%	-1%	u	0%	5%	1%	0.4%	-4%	-3%	-15
O=C(Cn1ncn2cccc2c1=O)N1CCCCC1
    -2%	-15%	3%	-1%	-3%	-1%	0%	0.1%	0%	0%	-3
CCC(=O)N1CCc2cc(S(=O)(=O)Nc3ccccc3C)ccc21
    11%	u	-6%	-2%	-3%	2%	0%	-0.4%	-8%	-1%	1
CC(=O)N1CCc2cc(Br)cc(S(=O)(=O)NCc3ccccn3)c21
    2%	8%	2%	-5%	-7%	1%	-1%	3.7%	1%	0%	-3
COCCNC(=S)Nc1ccccc1Cc1ccccc1
    7%	-1%	15%	4%	-2%	5%	0%	3.4%	-5%	0%	4
O=C(COC(=O)c1oc2ccccc2c1COc1ccccc1)NCCN1C(=O)CSC1=O
    3%	-2%	2%	-14%	2%	2%	-10%	0.1%	1%[46.1 µM]	1%	5
O=C(Nc1ccc2c(c1)OCCO2)C1CCCN1C(=O)Nc1ccccc1 (configuration not stated)
    2%	8%	4%	-5%	-2%	-1%	-2%	0.3%	0%	-3%	-3
O=C(NCc1ccc(Cl)c(Cl)c1)c1ccco1
    2%	4%	-4%	-6%	-8%	-1%	2%	-0.3%	0%[46.1 µM]	9.5µM*	1
COC(=O)c1ccc(CSc2nccn2C)cc1
    -7%	18%	2%	u	2%	-1%	-6%	0.0%	1%	0%	12
CCCc1cc(N2CCCC(C(=O)Nc3c(OC)cccc3OC)C2)n2ncnc2n1 (configuration not stated)
    0%	4%	x	-22%	-2%	1%	-3%	0.2%	3%	0%	7
S=C1NCCOCCNC(=S)NCCOCCOCCN1
    -1%	-6%	4%	4%	3%	-1%	2%	-0.3%	-4%	3%	-8
Cc1cc(=O)[nH]c(N2CCOCC2)n1
    -1%	2%	-3%	4%	-5%	2%	3%	0.5%	-5%	-1%	4
CC1Cc2ccccc2N1C(=O)CSc1nnnn1-c1ccc2c(c1)OCCO2 (configuration not stated)
    14%	-6%	9%	u	-8%	-1%	2%	-1.0%	-2%	-15%	7
O=C(c1cc(S(=O)(=O)N2CCN(c3ccccc3)CC2)ccc1Cl)N1CCCCCCC1
    14µM*	2%	-3%	-29%	3%	2%	6%	3.0%	x	3%	-23
Cc1cc([N+](=O)[O-])ccc1NC(=O)CN1CCN(Cc2ccccc2)CC1
    -4%	-8%	-6%	u	1%	-2%	-1%	-0.9%	3%	2%	-7
Cc1cc(-c2n[nH]c(=S)n2-c2ccccc2)nn1C
    2%	5%	-1%	u	-3%	4%	0%	-0.9%	-7%[46.1 µM]	0%	2
c1ccc(Nc2n[nH]nc2-c2ccccc2)cc1
    3%	13%	7%	u	-2%	1%	3%	-0.2%	0%	0%	-11
C=CCn1c(SCC(=O)Nc2sc3c(c2C#N)CCC(C)C3)nc2cc(C(=O)O)ccc2c1=O (configuration not stated)
    x	1%	-1%	8%	-5%	-1%	15%	0.3%	-3%[46.1 µM]	-1%	-32
[O-][n+]1c2ccccc2c2n1CCN1CCOC21c1ccc(Cl)cc1 (configuration not stated)
    27%	-6%	u	u	-4%	1%	8%	0.3%	4%	0%	2
O=C(c1ccc(C#Cc2ccccc2)o1)N1CCN(c2ccccn2)CC1
    u	11%	-5%	-6%	-2%	3%	u	-0.2%	8%	5%	-28
COc1ccc(NC(=S)N(CCCN2CCC(C)CC2)Cc2cccs2)cc1Cl
    0%	8%	-9%	13%	0%	0%	-7%	-0.2%	-52%	-5%	-6
CCOc1ccc(CNC(=O)Cn2ccc3cc(S(=O)(=O)N4CCCCCC4)ccc32)cc1
    -6%	-6%	1µM*	u	1%	1%	0%	-0.7%	1%	1%	-4
Cc1cc(NCCCn2ccnc2)n2ncc(-c3ccc(Cl)cc3)c2n1
    3%	4%	-21%	u	-9%	-2%	16%	0.0%	x	0%	8
